# pCIP destab – p/CIP protein destabilization; 290,000 compounds, 0.01% hits; AID 1984; decrease of EGFP signal, % at 10 µM; F442A p/CIP-EGFP cells, EGFP fluorescence, 16 h;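 active = EGFP signal decrease of at least 30% at 10 µM or well 3 SD below plate mean, unless failing retest; inactive = the rest, including hits failing retest or dose response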; note: some compounds called inactive have numbers as strong as hits; many of its hits are not listed in these tables
# PfM18AAP inh – PfM18AAP enzyme inhibition. recombinant PfM18AAP, H-Glu-NHMec fluorogenic cleavage. 290,000 compounds, 1.2% hits. AID 1822. inhibition, % at 7.35 µM;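 active = inhibition above the campaign mean inhibition over all tested compounds plus 3 SD, cut at about 28% in these data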;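 note: 0% = plate median of test compound wells and 100% = 2 mM ZnCl2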
# SUMO HTRF inh – blocks human SUMOylation mediated by UBC9 | P63279 | HTRF SUMOylation assay, SAE1/SAE2 + UBC9, in vitro | inhibition, % at 35 µM | 290,000 compounds, 0.36% hits; in the data active = inhibition above about 50%, passing the limit was not always enough; note: strong numbers were not always called active
# Target sequence (P63279 whole entry, looked up): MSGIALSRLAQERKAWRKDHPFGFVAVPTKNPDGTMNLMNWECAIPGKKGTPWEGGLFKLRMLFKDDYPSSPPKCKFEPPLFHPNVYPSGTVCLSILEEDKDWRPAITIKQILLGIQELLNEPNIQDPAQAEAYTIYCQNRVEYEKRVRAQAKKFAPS
# IDE cell inh – cellular human IDE inhibition; inhibition, % at 5.59 µM; 320,000 compounds, 0.41% hits; AID 434962; P14735; HEK cells, FAbetaB cleavage, fluorescence polarization;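 active = percent inhibition above the average of all tested compounds plus 3 SD, set per screening campaign, cut at about 16% in these data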;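 note: IDE supplied by intact live HEK cells; FP after avidin binding of uncleaved biotin substrate so inhibition keeps polarization high; 0% = DMSO wells and 100% = 60 µM reference IDE inhibitor Ii1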
# NALP1 yeast inh – NALP1 inhibition; 280,000 compounds, 0.61% hits; S. cerevisiae NALP1/ASC/caspase-1 growth, X-gal OD620, 72 h; AID 2071; inhibition, % at 10 µM; in the data active = inhibition mostly above about 24%, no sharp cut-off; inactive = mostly below about 32%; note: some compounds called inactive have numbers as strong as hits
# MEKK3 PB1 HTS – raises or lowers MEK5 binding to the human MEKK3 PB1 domain; Q99759; bead-based flow cytometry, Alexa488-MEK5 binding to MEKK3; actives lie on both sides; 0 = blocked by unlabeled MEK5, 100 = vehicle; binding response (% of control), % at 10 µM; 290,000 compounds, 1.4% hits;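 active = binding response more than 3 SD above or below the average of its plate-row segment, actives on both sides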;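 note: Alexa488 bead fluorescence after subtracting the streptavidin-only scavenger bead signal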
# Target sequence (Q99759 whole entry, looked up, the tested form may be a part): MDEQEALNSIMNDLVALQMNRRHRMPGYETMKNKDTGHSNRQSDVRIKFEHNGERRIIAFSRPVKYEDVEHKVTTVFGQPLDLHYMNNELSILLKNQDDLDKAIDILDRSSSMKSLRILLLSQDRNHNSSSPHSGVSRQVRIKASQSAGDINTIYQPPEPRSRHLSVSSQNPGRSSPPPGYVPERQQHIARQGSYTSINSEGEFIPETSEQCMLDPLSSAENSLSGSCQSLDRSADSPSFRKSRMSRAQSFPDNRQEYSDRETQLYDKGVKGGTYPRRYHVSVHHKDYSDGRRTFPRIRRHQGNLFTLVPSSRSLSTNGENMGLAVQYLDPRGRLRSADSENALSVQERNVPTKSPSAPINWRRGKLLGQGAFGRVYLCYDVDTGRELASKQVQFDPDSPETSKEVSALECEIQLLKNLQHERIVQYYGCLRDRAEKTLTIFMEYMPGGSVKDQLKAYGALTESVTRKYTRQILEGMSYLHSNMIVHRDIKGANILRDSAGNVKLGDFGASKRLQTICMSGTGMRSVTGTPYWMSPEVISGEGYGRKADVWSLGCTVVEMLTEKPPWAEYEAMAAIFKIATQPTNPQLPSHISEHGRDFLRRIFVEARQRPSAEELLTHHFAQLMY
# MEKK2mut PB1 HTS – signal of MEK5 binding to mutant human MEKK2 PB1 domain | bead flow cytometry, Alexa488-MEK5 binding to MEKK2 mutant | percent response, % at 10 µM | 290,000 compounds, 0.35% hits | AID 1530; in the data active = percent response above about 24%, passing the limit was not always enough; note: inactives centre near 1; some results filed as inactive read as strong as hits; reference of the scale not given here
# IDE cell activ – IDE (human) activation, cell-based. 340,000 compounds, 0.073% hits. P14735. HEK cells, FAbeta-B cleavage, fluorescence polarization; 0% vehicle, 100% cell-free pure enzyme wells. activation, % at 5.96 µM;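 active = activation above the mean of all tested compounds plus 3 SD, set per screening campaign, cut at about 17% in these data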
# MEKK2 WT-MEK5 – raises or lowers MEK5 binding to wildtype human MEKK2 PB1 domain; bead flow cytometry, Alexa488-MEK5 binding to MEKK2 WT; actives lie on both sides; 290,000 compounds, 1.1% hits; Q9Y2U5; binding response (% of control), % at 10 µM; AID 1531; in the data active = binding response below about 67% or above about 130%
# Active calls of the source: *; / = not tested or not shown.
SMILES,pCIP destab,PfM18AAP inh,SUMO HTRF inh,IDE cell inh,NALP1 yeast inh,MEKK3 PB1 HTS,MEKK2mut PB1 HTS,IDE cell activ,MEKK2 WT-MEK5
Cn1c2ccccc2c2c(C(=O)N3CCC4(CC3)OCCO4)cn(C3CCCC3)c(=O)c21,-2,-1,11,5,-10,111,5,2,104
CCOC(=O)C(=O)NC1CCSC1=O (stereo unspecified),7,1,7,-2,-6,97,-1,0,101
Oc1c(Br)cc(Br)cc1Oc1ccc(Br)cc1Br,4,10,11,-5,30,104,2,/,96
O=C1C2CCCN2C(c2cccnc2)N1c1ccc(Cl)cc1 (stereo unspecified),-15,9,28,6,14,99,-8,-8,92
Cc1ccccc1-n1c(-c2ccoc2)nc2ccccc2c1=O,4,-1,4,-2,8,106,1,5,100
O=c1c2ccccc2nc(/C=C/c2ccc3c(c2)OCO3)n1-c1ccccc1,-5,4,4,-3,23,92,16,-4,94
CCn1cc(C(=O)c2ccccc2)c2ccccc21,0,-2,11,-2,15,101,-3,3,100
Clc1ccccc1CN1CCN(c2ccccc2)CC1,5,10,1,-2,22,99,1,1,97
COc1cc(/C=C2/C(=O)NC(=O)N(c3ccccc3)C2=O)ccc1O,-17,7,1,1,5,96,-4,1,97
CC(NCc1ccc(Cl)c(Cl)c1)C(O)c1ccccc1 (stereo unspecified),0,0,2,1,13,97,-7,2,98
CC(Cl)(Cl)/C(=N/P(=S)(N1CCOCC1)N1CCOCC1)N1CCOCC1,0,-1,14,1,/,108,20,-2,107
Cc1nc2ccccc2c(=O)n1-c1ccc([N+](=O)[O-])cc1,-12,-9,4,0,15,104,10,5,104
Clc1cnc(Oc2ccc(Oc3ncc(Cl)cc3Cl)cc2)c(Cl)c1,-7,0,14,-1,-2,102,4,5,106
CNC(C)Cc1ccccc1Sc1ccc(O)cc1 (stereo unspecified),0,9,16,0,0,106,15,1,111
CC1=C(C(=O)N2CCC3(CC2)OCCO3)C2(CCC(C)CC2)OC1=O (stereo unspecified),5,-1,0,-2,8,103,1,-4,101
O=C(COC(=O)c1ccccc1)Nc1ccc(Cl)cc1C(=O)c1ccccc1,-2,0,4,-5,20,131*,-2,1,99
COC(=O)C1=C(c2ccc(S(C)(=O)=O)cc2)C[C@@H]2CC[C@H]1N2C(=O)NCCO,/,/,/,-2,/,102,2,2,101
CC1(C)C2SCC(=O)N2CCN1CC(=O)NN (stereo unspecified),-3,-6,8,0,8,128*,25,7,122
COc1cc(/C=C2\C(=O)NC(=O)N(c3ccc(C)cc3)C2=O)cc(OC)c1O,-7,27,5,4,-4,102,-2,-2,104
COc1ccc(-n2c(/C=C/c3ccc(O)c(O)c3)nc3ccccc3c2=O)cc1,-5,63*,-12,115*,0,101,2,-99,99
CN1CCN(c2nc(Cl)ncc2F)CC1,-10,-13,2,0,-1,100,-2,4,94
CCOC(=O)c1ccc2[nH]c(-c3ccc(S(=O)(=O)F)cc3)cc(=O)c2c1,4,5,23,-1,10,97,9,0,96
Cc1nc(SCc2c(Cl)cccc2Cl)nc(OC(=O)N(C)C)c1C,-17,-10,12,1,23,101,-3,4,96
COc1ccc(CC(C)Nc2cccc(F)c2)cc1 (stereo unspecified),-4,-11,-1,-5,/,104,3,8,106
CN(C)CCN=Cc1c(O)n(CCC2=CCCCC2)c(=O)[nH]c1=O,1,8,12,3,3,100,5,10,100
CC1C(C)N1CC(O)Cn1ccnc1[N+](=O)[O-] (stereo unspecified),-16,-6,6,-1,0,98,4,4,100
CN1C(=O)/C(=C/c2ccc(Cl)s2)C(=O)NC1=S,6,9,5,4,2,102,-2,-12,100
CCOC(=O)N(CC)c1ccc(C(O)(C(=O)OC)C(F)(F)F)cc1 (stereo unspecified),3,4,-11,-1,24,104,8,6,105
O=C(COc1ccc(Cl)cc1)N1CCN(Cc2ccc([N+](=O)[O-])cc2)CC1,-27,4,7,2,-9,106,-2,7,95
CN(C)C(Cc1ccc(C#N)cc1)C(=O)c1ccccc1 (stereo unspecified),-12,3,0,5,35,106,7,-3,104
O=C(c1cccc(C(F)(F)F)c1)N1C[C@H]2C[C@@H](C1)c1cccc(=O)n1C2,-8,10,19,-1,12,94,-5,5,88
COc1nc(NC(C)C)nc(NC(C)C)n1,-1,7,3,-3,6,106,5,0,102
CN(C)CCN=Cc1c(O)n(-c2cccc3ccccc23)c(=O)[nH]c1=O,-1,-2,9,6,-4,93,-1,-2,93
CCOC(=O)C1(CCc2ccccc2)CCN(Cc2ccco2)CC1,6,-3,-5,-3,9,105,14,4,109
COc1ccc(CCNCc2ccc(OC)c(OC)c2OC)cc1,-14,6,-10,-1,14,104,5,0,106
Cc1ccc2c(c1)CC1(CN2C)C(=O)NC(=O)N(C(C)C)C1=O (stereo unspecified),-4,6,24,3,-3,110,2,2,108
Cc1ccc(C(=O)C2CN3CCC2CC3)cc1 (stereo unspecified),-27,0,-3,4,16,112,11,4,112
N#Cc1c(/N=C/c2ccc(O)cc2O)sc2c1C1CCN2CC1,-5,40*,19,7,29,101,-2,-15,103
Cc1c(O)ccc(C(=O)CN2CC(C)OC(C)C2)c1O (stereo unspecified),4,12,-3,-3,22,100,-4,7,100
COc1ccc2c3c1OC1C(O)C=CC4C(C2)[N+](C)(C)CCC341 (stereo unspecified),-3,1,7,4,3,103,7,2,101
CC/C(=N\Nc1ccccc1)c1c(O)n(-c2ccccc2)c(=O)[nH]c1=O,1,10,2,3,15,102,1,1,98
COC(=O)C1=C(c2cccc(OC)c2OC)C[C@@H]2CC[C@H]1N2C(=O)N1CCOCC1,/,/,/,6,/,99,3,5,98
COC(=O)C1=C(c2ccccc2)C[C@@H]2CC[C@H]1N2C(=O)NCCCOC(C)C,/,/,/,5,/,103,5,6,106
CC(C)n1c(O)c(C2c3cc(Cl)ccc3Oc3[nH]c(=O)n(C(C)C)c(=O)c32)c(=O)[nH]c1=O (stereo unspecified),-16,11,17,/,-5,106,2,-23,100
COc1cccc(OC)c1C(=O)Nc1nc(N)n(-c2ccccc2)n1,4,6,11,-4,6,97,-3,5,100

# Complete entries from above. Values in the order: pCIP destab	PfM18AAP inh	SUMO HTRF inh	IDE cell inh	NALP1 yeast inh	MEKK3 PB1 HTS	MEKK2mut PB1 HTS	IDE cell activ	MEKK2 WT-MEK5
# CCOC(=O)C1(CCc2ccccc2)CCN(Cc2ccco2)CC1 is listed as 6	-3	-5	-3	9	105	14	4	109
# O=C(c1cccc(C(F)(F)F)c1)N1C[C@H]2C[C@@H](C1)c1cccc(=O)n1C2 is listed as -8	10	19	-1	12	94	-5	5	88
# Cc1ccc(C(=O)C2CN3CCC2CC3)cc1 (stereo unspecified) is listed as -27	0	-3	4	16	112	11	4	112

# (next part)
SMILES,pCIP destab,PfM18AAP inh,SUMO HTRF inh,IDE cell inh,NALP1 yeast inh,MEKK3 PB1 HTS,MEKK2mut PB1 HTS,IDE cell activ,MEKK2 WT-MEK5
COc1ccc(O)c(CN2CCCC(C(=O)c3ccccc3SC)C2)c1 (stereo unspecified),2,-4,19,-4,3,86,-7,-1,92
CC[C@H]1CN(C)C[C@@]2(C(=O)OC)Cc3c([nH]c4ccccc34)C(=O)C[C@@H]12,/,/,/,8,/,104,4,3,109
Cc1ccccc1NC(=O)c1cc(-c2ccccc2)n(CCCN2CCOCC2)c1C,-12,-7,16,14,6,94,-4,/,97
CCOCCN1CCN(c2nnc3n2-c2ccc(Cl)cc2C(c2ccccc2Cl)=NC3)CC1,-14,-12,27,5,49,/,/,3,/
CC(C)CCNC(=O)c1cc(C(=O)c2cc(F)ccc2O)cn(CCC(C)C)c1=O,-4,-6,7,-3,7,101,-4,1,101
CC(=NCc1cccnc1)c1c(O)n(Cc2ccccc2)c(=O)[nH]c1=O,-1,-6,15,3,-80,106,5,0,104
O=P(N1CCCCC1)(N1CCCCC1)C(Cl)(Cl)Cl,-14,-1,4,-2,-8,104,-1,0,105
CCN(CC)P(=O)(c1n(CC)cc[n+]1CC)N(CC)CC,24,0,-12,4,14,104,0,4,103
CCn1c(C)c(C(=O)O)c2cc(OC)ccc21,-10,-1,-3,2,7,98,-1,4,100
COCCCNC(=O)c1c(NC(=O)c2ccccc2Cl)n(Cc2ccccc2)c2nc3ccccc3nc12,-7,-5,19,7,22,96,-10,2,76
CCCCn1c(O)c(C=NCCCn2ccnc2)c(=O)[nH]c1=O,9,5,-9,-3,8,101,10,1,101
Cc1c(C(=O)Nc2ccccc2)cc(-c2ccccc2)n1CCCN1CCOCC1,-13,11,1,1,4,93,-1,/,98
CCCCSC1=NN1c1nc(N)nc(C)c1CC,0,0,-1,-6,-1,98,-1,4,96
COCCN1C(=O)/C(=C/c2c(OC)cc(OC)cc2OC)C(=O)N(c2ccccc2)C1=O,9,2,6,7,/,90,6,-3,93
C#CC1(OC(=O)c2ccccc2)CC(C)N(C)CC1C (stereo unspecified),-4,-1,14,/,8,105,13,0,114

# Laid out differently: results already given.
# Second line of a record – pCIP destab | PfM18AAP inh | SUMO HTRF inh | IDE cell inh | NALP1 yeast inh | MEKK3 PB1 HTS | MEKK2mut PB1 HTS | IDE cell activ | MEKK2 WT-MEK5
CCN(CC)P(=O)(c1n(CC)cc[n+]1CC)N(CC)CC
  24 | 0 | -12 | 4 | 14 | 104 | 0 | 4 | 103
CCn1c(C)c(C(=O)O)c2cc(OC)ccc21
  -10 | -1 | -3 | 2 | 7 | 98 | -1 | 4 | 100

# Later entries.
SMILES,pCIP destab,PfM18AAP inh,SUMO HTRF inh,IDE cell inh,NALP1 yeast inh,MEKK3 PB1 HTS,MEKK2mut PB1 HTS,IDE cell activ,MEKK2 WT-MEK5
O=C1NC(=O)C(CCc2ccncc2)(Cc2ccc3c(c2)OCO3)C(=O)N1CCc1ccccc1 (stereo unspecified),5,4,-3,3,19,100,-8,4,102
C=CCn1c(O)c(C(CC)=NC(C)c2ccccc2)c(=O)[nH]c1=O (stereo unspecified),-10,-5,11,7,20,102,5,-4,104
N[C@@H](Cc1c[nH]c2ccccc12)c1nnc(SCc2ccccc2F)o1,-1,-3,-22,-5,15,103,2,0,106
CCc1ccccc1NC(=O)CNCc1ccccc1,-10,-9,-5,4,8,99,0,4,98
Cc1ccc(-c2nc3ccccc3c(=O)n2-c2ccccn2)cc1,4,-6,2,3,16,123,0,3,104
O=C1CN(O)C(c2ccccc2)=c2cc(Cl)ccc2=N1,-8,1,11,5,-7,105,9,0,109
C[C@]12CC(=O)CC1CCC1C2CC[C@@]2(C)C1CC[C@@H]2O (stereo partly specified),-2,-15,0,6,42*,93,-9,4,94
CNC(C(=O)c1ccccc1)C(OC)c1ccccc1 (stereo unspecified),1,7,-10,5,-2,107,7,6,105
CC1CN2c3ccc([N+](=O)[O-])cc3CC3(C(=O)N(C)C(=O)N(C)C3=O)C2C(C)O1 (stereo unspecified),3,-7,14,4,24,104,8,4,101
O=C1CSC2N1CCNC21CCCCC1 (stereo unspecified),10,0,-9,-2,17,101,0,2,96
Cc1ccc(OCC(=O)NCCN2CCN(C(=O)COc3ccc(C)cc3)CC2)cc1,0,-2,8,2,-14,97,-1,-1,101
COc1ccc(OC)c(CN2CCN(C(=O)COc3cccc(C)c3)CC2)c1,-10,2,16,6,-11,108,11,0,109
Cc1sc2nc(COC(=O)Cc3ccccc3)[nH]c(=O)c2c1C,0,8,1,4,-15,100,0,2,99
CN1C(=O)N(C)C(=O)C2(Cc3cc([N+](=O)[O-])ccc3N(C)C2)C1=O,-1,1,-5,-9,15,96,-14,-3,85
N#CCCn1cc(C(=O)NCc2ccccc2)c(-c2ccc3c(c2)OCCO3)n1,-4,7,-9,6,7,104,3,-6,99
Cc1ccc(C)c(NC(=O)CCNC(=O)N2C[C@H]3C[C@@H](C2)c2cccc(=O)n2C3)c1,-12,-1,-3,3,15,101,0,6,101

# A portion of the library; count on the stated rates, not on these rows.
